# Screens (PubChem BioAssay)
# PGC1a acetyl inh: PGC1a acetylation modulation, inhibitor mode; U2OS PGC1a acetylation, AlphaScreen anti-acetyl-lysine; with virally co-expressed GCN5 acetyltransferase; inhibition, % at 15.6 µM; 350,000 tested, 0.17% active; AID 651687;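 active = every replicate shows inhibition of at least 40%; inconclusive = mean inhibition at least 40% but some replicate below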;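 note: 0% = neutral control wells and 100% = positive control wells; some results beyond the cut were filed as inactive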
# FN deposition inh: fibronectin deposition inhibition | inhibition, % at 12.6 µM | 350,000 tested, 0.086% active | AH1F fibroblasts, Alexa488-fibronectin deposition fluorescence, overnight;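 active = mean inhibition across replicates of 30% or more, regardless of how many single replicates reach that level; inconclusive = mean under 30% yet at least half of replicates reach 30%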;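 note: positive control wells lacked labelled fibronectin entirely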
#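 Material: AH1F fibroblast monolayer depositing Alexa488-labelled fibronectin into matrix / Amount: 10000 AH1F cells per well / Signal: fluorescence 485/525 nm / Medium: DMEM, 2% serum / Compound: single dose, pinned / Incubation: 1 h cell adhesion before compound, then overnight fibronectin incubation / Reagent: Alexa488-FN, 24 nM final / Read-out: inhibition of fibronectin deposition signal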
# INS-1E GSIS act: primary screen for activators of insulin secretion dependent on glucose, INS-1E cells, GLuc reporter luminescence; INS-1E GLuc reporter insulin secretion, 2-3 h; activation, % at 16.6 µM; 370,000 tested, 0.61% active; AID 743287;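 active = lowest replicate activation of at least 40%, so every replicate reaches that level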;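 note: 0% = median of neutral control wells and 100% = median of IBMX positive control wells; some compounds called inactive have numbers as strong as hits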
# miR122 inh: blocks miR-122 activity in Huh7 sensor cells; 340,000 tested, 0.3% active; AID 602342; Huh7 miR-122 Renilla luciferase sensor, 48 h; neutral wells = 0, positive control = 100; activation (reporter increase), % at 12.5 µM;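 active = mean replicate activation score at least 90 and every replicate individually at or above 90; inconclusive = only one of the two criteria met; inactive = neither criterion met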;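 note: higher luciferase means less miR-122 activity so hits act as miR-122 inhibitors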
# PglD inh: blocks C. jejuni PglD acetyltransferase activity | inhibition, % at 12.5 µM | purified PglD enzyme, DTNB colorimetric CoA detection | 360,000 tested, 0.098% active; in the data active = inhibition above about 16%, passing the limit was not always enough; inconclusive = no clear call, values can overlap the other calls; note: strong numbers were not always called active
# Cneo AK release: causes C. neoformans cell lysis | 360,000 tested, 0.2% active | lysis activity, % at 15 µM | adenylate kinase release luminescence, 4 h; normalised: neutral wells 0, clomiphene wells 100 | AID 651654;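 active = mean lysis activity across replicates of at least 80%, whatever share of replicates individually reach that level; inactive = mean lysis activity below 80%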
#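 Material: C. neoformans cells | Amount: Yeast cell density of 5 × 10^6 cells/mL | Medium: Fresh YPD growth medium | Dosing: Single dose | Times: Static 4 h at 37 °C with compound, 1 h detection | Detection: AK luminescence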
# Statin myotox sup: suppression of simvastatin myotoxicity. C2C12 myotubes + simvastatin, ATP luminescence, 48 h; scaled: DMSO 0, geranylgeraniol control 100. rescue of ATP level, % at 7.49 µM. 330,000 tested, 0.78% active. AID 602340;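 active = mean ATP rescue above about 67%, or every replicate alone reaching that limit, limit read from the data, passing the limit was not always enough; inconclusive = no clear call, values can overlap the other calls; inactive = mean under the limit and some replicate under it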;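 note: myotubes were challenged with 10 µM simvastatin during compound exposure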
# F508del corr: correctors of CFTR F508del function in bronchial epithelial cells. activity (quench increase), % at 7.58 µM. CFBE cells, YFP halide quenching; stimulated with forskolin plus potentiator P3; % fluorescence drop versus neutral controls. 350,000 tested, 0.36% active;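 active = mean added fluorescence quench of at least 8% versus neutral control, with both replicates also reaching 8%; inconclusive = only one of the mean or replicate conditions met; inactive = mean below 8% and not both replicates reaching 8%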;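 note: cells transiently co-express mutant CFTR-F508del with the halide-sensitive YFP; corrector assay measuring rescue of mutant channel to the surface after 24 h compound exposure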
# * marks the source's active call; other numbers are inactive results; ? = inconclusive; . = not tested or not shown; & = joins results of further samples; [ ] = dose if it differs, or a comment. Random draw from the library. Share with any hit: about 2.1%.
SMILES,PGC1a acetyl inh,FN deposition inh,INS-1E GSIS act,miR122 inh,PglD inh,Cneo AK release,Statin myotox sup,F508del corr
C[C@@H]1CCCCO[C@H](CN(C)S(=O)(=O)c2cn(C)cn2)[C@H](C)CN([C@@H](C)CO)C(=O)c2cc(NS(=O)(=O)c3cn(C)cn3)ccc2O1,-14,0,26,2[16.7 µM],2,2,.,-2.1
C[C@H](CO)N1C[C@H](C)[C@H](CN(C)Cc2ccc(C(=O)O)cc2)OCCCC[C@H](C)Oc2ccc(NC(=O)CCC(F)(F)F)cc2C1=O,17,.,5,4[16.7 µM],1,-4,.,-2.9
O=C(Nc1ccc(OC(=O)c2cccnc2)cc1)c1cccnc1,1,-3,.,-1,-5,-3,-1,.
Cc1ccc(NC(=O)CCN2CC(C)OC(C)C2)cc1 (stereo not drawn),.,-1,-2,.,-1,-1,10,2.0
COc1ccc(CNC(=O)C2CCN(S(=O)(=O)c3ccc4nc5c(c(C(=O)O)c4c3)CC(C)CC5)CC2)cc1 (stereo not drawn),3,0,0,-10,-4,-4,-11,-2.0
CCCCNC(=O)CCC(=O)Nc1ncc(-c2ccc(C)cc2)n1C,-13,.,0,1,4,3,-7,.
COc1ccc(/C=N\NC(=O)CNC(=O)C(c2ccccc2)c2ccccc2)cc1[N+](=O)[O-],5,.,-4,-6,.,.,1,.
CCCn1c(C)cc(/C=C(\C#N)C(=O)OCC(=O)NC(=O)NCC)c1C,-11,.,.,-2,4,3,-7,.
C[C@H]1CN([C@@H](C)CO)C(=O)c2cc(C#CCc3ccccc3)cnc2O[C@H]1CN(C)Cc1cccnc1,4,3,-19,1[16.7 µM],-3,2,-10,-0.9
CCCCCCOc1ccc(C(CC(N)=O)C(=O)O)cc1 (stereo not drawn),9,0,5,-3,-3,-1,107*,-1.8
COc1ccc(C(=O)NCC(C)(C)N2CCOCC2)cc1S(=O)(=O)N1CCCC1,4,-3,6,-6,0,0,6,0.0
COc1ccc(CNC(=O)[C@H](C)NC(=O)C2CCN(S(=O)(=O)c3ccc(F)cc3)CC2)cc1,3,4,8,1,-5,2,5,0.1
COc1ccc(NC(=O)/C(C#N)=C/C=C/c2ccco2)cc1,7,10,1,10,0,0,.,4.4
CN(Cc1ccco1)Cc1ccc(O)c2ncccc12,-8,.,.,15,-2,1,1,.
C/C=C/c1cnc2c(c1)C(=O)N([C@@H](C)CO)C[C@H](C)[C@@H](CN(C)C(=O)c1cccc(F)c1)O2,0,-19,21,.,1,-1,1,-5.2
Cc1ccc(NC(N)=S)cc1C,-4,9,8,-6,-2,-2,-39,.
COc1ccc(Nc2ccc(S(=O)(=O)N3CCCCC3)cc2[N+](=O)[O-])cc1,.,-2,-27,-18,-1,3,.,.
CCS(=O)(=O)Nc1ccc2c(c1)C(=O)N(C)C[C@@H](OC)[C@H](C)CN(C)[C@@H](C)CO2,-1,6,8,-16[16.7 µM],.,.,2,0.7
CCOC(=O)C1C(=O)NC(SC)=C(C#N)C1c1ccccc1F (stereo not drawn),-7,9,.,-9,3,0,-13,.
CN1CCN(C(=O)C2CCC(=O)N(Cc3cccc(C(F)(F)F)c3)C2)CC1 (stereo not drawn),.,7,-4,-3,-4,2,3,2.3
Cc1ccc(S(=O)(=O)N(C)C[C@H]2Oc3ccc(NS(=O)(=O)c4cccs4)cc3CC(=O)N([C@H](C)CO)C[C@H]2C)cc1,7,.,-7,74[16.7 µM],0,-12,20,0.8
Cc1nn(C)c(C)c1CNC(=O)c1cnn2c1NC(c1ccccc1)CC2C(F)(F)F (stereo not drawn),0,-3,2,1,5,-2,20,.
Cc1cc(Nc2cccc([N+](=O)[O-])c2)n2c(nc3ccccc32)c1C#N,.,.,4,.,3,5,-61,.
COc1ccc(-c2csc(N(CCCN(C)C)C(=O)c3ccc(C(C)(C)C)cc3)n2)cc1,-3,2,-29,-5,9,2,-11,-1.1
Nc1nc(-c2ccco2)nn1C(=O)c1ccccc1,5,.,.,-2,0,-4,7,.
COc1ccc(S(=O)(=O)Nc2ccc(C)c(S(=O)(=O)N3CCOCC3)c2)cc1[N+](=O)[O-],9,.,-4,98*,-2,-1,3,-2.0
CC1C(=O)N(Cc2cn(CCC3OCCCO3)nn2)CCS(=O)(=O)N1Cc1ccc(-c2ccc(Cl)cc2)cc1 (stereo not drawn),-3,11,-18,-9,-2,1,-12,0.5
CCC(=O)N[C@H]1CC[C@H](CC(=O)OC)O[C@H]1CO,?,.,-2,-10[16.7 µM],-2,-4,-3,1.7
C[C@@H]1CN([C@H](C)CO)S(=O)(=O)c2ccc(Br)cc2O[C@@H]1CN(C)C(=O)CN1CCOCC1,7&-20,-3,17&9,-7,-1&5,9&0,20&3,1.4&0.6
N#Cc1cc([N+](=O)[O-])ccc1NCCCn1ccnc1,13,-5,4,-4,0,0,6,4.1
Cc1noc(C)c1S(=O)(=O)Nc1ccc2c(c1)C(=O)N([C@H](C)CO)C[C@H](C)[C@@H](CN(C)C)OCCCC[C@@H](C)O2,0,-4,17,1[16.7 µM],0,-1,.,0.3
O=C(Cn1nc(C(=O)O)c2ccccc2c1=O)Nc1cccc(S(=O)(=O)N2CCCCC2)c1,.,-13,-25,-6,-3,0,3,3.1
O=c1ccn([C@@H]2O[C@H](CNS(=O)(=O)c3cc4ccccc4s3)[C@@H](O)[C@H]2O)c(=O)[nH]1,.,9,2,.,3,0,-1,1.1
COc1ccc(-c2cc(C3CC3)nc(SCC(=O)c3cccs3)c2C#N)cc1,-2,3,0,0,3,4,.,.
CN(CC(=O)Nc1ccc(F)c(F)c1F)C(=O)C1(c2ccccc2)CC1,.,-14,-12,0,-3,-1,4,0.8
CCOc1ccc(N(CC(=O)Nc2cccc(Cl)c2)S(=O)(=O)c2c(C)noc2C)cc1,-1,-1,-16,4,-3,4,9,0.1
CC(C)c1ccc(C(=O)N2CCCCC2c2cc(C(=O)NCc3cccnc3)no2)cc1 (stereo not drawn),-7,11,-10,6,-5,0,-11,3.0
C=CCn1c(SCC(=O)NC)nc2sc3c(c2c1=O)CCC3,-3,14,22,1,-2,-2,47,.
Cc1ccc(CN2CCN(/N=C/c3ccc(C(F)(F)F)cc3)CC2)cc1,-1,-3,-3,2,-1,.,.,.
Cc1ccccc1OCC(=O)Nc1ccc2c(c1)n(C)c(=O)n2C,-17,0,1,.,5,-1,.,-1.1
Cc1cc(C(c2ccc(C)o2)c2ccc(C)o2)c(O)c([N+](=O)[O-])c1,-12,0,.,-1,-6,-2,8,.
O=C(NNS(=O)(=O)c1ccccc1)C1CCN(S(=O)(=O)c2ccc(Cl)cc2)CC1,1,2,.,-9,-7,-3,14,.
C[C@H]1CN([C@@H](C)CO)C(=O)c2cc(C3=CCCCC3)cnc2O[C@H]1CN(C)Cc1cccc(F)c1,-9,13,-11,8[16.7 µM],-4,1,.,-0.3
Cc1cccc(N2CCN(C(=O)CSc3nc4ccccc4nc3N3CC(C)OC(C)C3)CC2)c1C (stereo not drawn),36,-2,-18,-3,1,2,-90,2.7
O=C(Nc1ccccc1C(=O)Nc1ccccn1)c1cccc([N+](=O)[O-])c1,-4,-7,11,5,5,2,-3,4.3
CCOC(=O)CSc1nnc2c3ccccc3n(CC)c2n1,5,2,.,-9,-4,-7,25,0.6
CCCC[C@@H]1CNC(=S)N1CCCc1cc(OC)c(OC)c(OC)c1,.,-2,-9,.,-3,-1,-46,1.3
Cn1c(=O)c2c(nc(SCc3ccccc3F)n2C)n(C)c1=O,4,-5,-2,-6,2,-4,5,0.6
COc1cccc(OC)c1C(=O)NC(=O)NNc1cc(C(F)(F)F)cc(C)n1,3,.,-22,4,3,-1,-5,3.0
C[C@H]1CN([C@@H](C)CO)C(=O)c2cc(NC(=O)NC3CCCCC3)ccc2O[C@H]1CN(C)S(=O)(=O)c1cn(C)cn1,-8,.,9,0[16.7 µM],-3,-4,-100,-2.0
CCC(=O)Nc1ccccc1Oc1ccccc1,5,3,.,-15,7,2,-3,.
COc1cc(C2=NOC(C(=O)NCc3ccccn3)C2)cc(OC)c1OC (stereo not drawn),-6,-7,.,3,-1,2,.,.
C=CCN(C(=O)c1csnn1)C(C(=O)NC1CCCC1)c1ccc(OC)cc1 (stereo not drawn),.,1,3,.,1,0,-6,-0.8
Cc1ccc(C(=O)COC(=O)CN2C(=O)C3C4C=CC(C4)C3C2=O)cc1C (stereo not drawn),.,-2,-2,.,5,-3,-6,-0.5
Cc1nc(N)sc1C(=O)N/N=C/c1cccnc1,1,-1,-5,.,.,.,.,1.9
CCCC#Cc1ccc2c(c1)O[C@@H](CN(C)C(=O)CC)[C@@H](C)CN([C@@H](C)CO)S2(=O)=O,-1,.,-9,3[16.7 µM],3,2,42,1.4
O=C(C[C@H]1CC[C@@H](NC(=O)Cc2ccccn2)[C@@H](CO)O1)NCCCN1CCOCC1,5,-2,39,.,3,0,-2,-1.5
Cc1ccc(S(=O)(=O)Nc2ccc3c(c2)C(=O)N([C@H](C)CO)C[C@H](C)[C@H](CN(C)C(=O)Nc2ccc4c(c2)OCO4)OCCCC[C@@H](C)O3)cc1,4,-4,5,3[16.7 µM],0,1,.,-0.7
Cc1nn(-c2ccccc2)c2sc(C(=O)N(CC(=O)NC3CCCC3)Cc3ccco3)cc12,-10,.,.,-2,0,-4,0,.
Cc1noc(C)c1C(=O)NCC(=O)Nc1ccccc1Br,-9,-3,5,-14,-6,1,-1,-1.1
# (further entries)
SMILES,PGC1a acetyl inh,FN deposition inh,INS-1E GSIS act,miR122 inh,PglD inh,Cneo AK release,Statin myotox sup,F508del corr
CCOc1cc(/C=N/O)ccc1OCc1ccc([N+](=O)[O-])cc1,0,4,31,5,1,-6,-4,.
CCc1nc2ccc(C(=O)Nc3cccc(OCC(=O)N(C)C)c3)cn2c1N(CCC(C)C)CCN(C)C,.,1,-12,0,10,1,-9,0.2
O=C(NCc1ccccn1)C1CCN(S(=O)(=O)c2cnc[nH]2)CC1,8,21,0,-2,-2,-1,1,.
CN(C(=O)CN1C(=O)c2cccc(N)c2C1=O)C1CCCCC1,23,10,.,-5,-5,1,-2,-3.7
Cc1ccc([C@H]2C[C@@H](n3cc(-c4ccc(F)cc4)nn3)[C@H](O)CN2C(=O)C2CCCCC2)cc1,-10,0,-11,6,-3,3,1,-2.9
COCCNC(=O)c1cc2c(=O)n3cccc(C)c3nc2n1C,4,28,-9,-2,0,4,-11,1.5
CCCCOc1ccc(C(C)NC(=O)C2CCCN(S(=O)(=O)CCC)C2)cc1 (stereo not drawn),.,33*,-2,-12,-3,1,.,.
CCOC(=O)C1(C)CCCN1C(=O)c1cncc(Br)c1 (stereo not drawn),6,-7,6,0,-3,3,-10,4.1

# A few values from the entries so far.
# CN(C(=O)CN1C(=O)c2cccc(N)c2C1=O)C1CCCCC1 – miR122 inh: -5
# Cc1noc(C)c1C(=O)NCC(=O)Nc1ccccc1Br – miR122 inh: -14
